Bioassay records as filed in PubChem.
SENP8 inh: inhibitors of human SENP8 protease; inhibition, % at 20 µM; recombinant SENP8, Nedd8 substrate fluorescence; 360,000 tested, 0.64% active; Q96LD8; in the data active = inhibition mostly above about 40%, no sharp cut-off; inactive = mostly below about 27%
Target sequence (Q96LD8 whole entry, looked up): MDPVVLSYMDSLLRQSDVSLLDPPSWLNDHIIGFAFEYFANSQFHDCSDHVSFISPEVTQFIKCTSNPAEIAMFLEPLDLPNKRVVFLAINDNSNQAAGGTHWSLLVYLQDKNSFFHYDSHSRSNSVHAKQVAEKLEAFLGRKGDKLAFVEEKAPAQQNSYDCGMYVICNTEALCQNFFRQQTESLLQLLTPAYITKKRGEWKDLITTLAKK
SENP1 inh: blocks the human SENP1 SUMO protease catalytic domain; recombinant SENP1 catalytic domain, CyPet-SUMO1-YPet FRET cleavage; inhibition, % at 10 µM; 360,000 tested, 0.21% active; AID 624204;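 active = inhibition at least 30% at 10 µM, raw YFP signal under a set limit, fluorescence ratio 0.5 to 1.5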;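 note: 0% = enzyme with DMSO and 100% = no enzyme wells; some results filed as inactive read as strong as hits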
Target sequence (Q9P0U3 419-644 limits assumed): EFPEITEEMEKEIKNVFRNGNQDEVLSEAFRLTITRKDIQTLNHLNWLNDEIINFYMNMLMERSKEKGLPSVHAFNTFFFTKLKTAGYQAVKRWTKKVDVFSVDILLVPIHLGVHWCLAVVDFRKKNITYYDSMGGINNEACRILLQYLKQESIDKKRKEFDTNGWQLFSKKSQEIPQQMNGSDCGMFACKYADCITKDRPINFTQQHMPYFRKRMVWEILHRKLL
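system = hSENP1 catalytic domain, recombinant | reagent = SFCypet-SUMO1-SFYpet substrate at 25 nM | doses = one dose per compound, 10 µM, 0.5% DMSO | incubation = enzyme reaction for 50 min at room temperature, dark | measured by = FRET, CFP and YFP emission | controls = no-enzyme low, enzyme-DMSO high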
The depositor's hits bear a star. Not all compounds are listed; count on the stated rates, not on these rows.

SMILES	SENP8 inh	SENP1 inh
O=C1CCCN1CCCNc1nc(NCc2cccs2)nc2ccsc12	-9	0
O=C(Nc1ccc(Cl)c(C(F)(F)F)c1)C1Cc2c(-c3ccccc3)ccnc2O1 (stereo unspecified)	24	-1
O=C1NC[C@H](CCCCN2C[C@@H](Cc3ccccc3)N(CCC3CCCCC3)C(=O)C2=O)N(CCC2CCCCC2)C1=O	21	2
Cc1cc2nc(-c3cccc(Br)c3)c(Cc3ccccc3)n2c(C)c1Br	-2	4
CC(C)N(C)c1ncnc2c1ncn2[C@H]1CN(Cc2ccc(F)cc2)C[C@@H](CO)O1	12	0
CC(=O)c1cccc(-c2ccnc3c2CC(C(=O)Nc2cccc(C(F)(F)F)c2)O3)c1 (stereo unspecified)	10	-2
COc1cccc(CN2CCC(C)(Oc3cccc(Cl)c3)C2)c1OC (stereo unspecified)	8	-1
COc1ccc(CNC(=O)N2CCc3nc(Nc4cc(OC)c(OC)c(OC)c4)ncc3C2)cc1	5	-3
CCNC(=O)C1(C)CCN(C(=O)CCc2ccccc2)C1 (stereo unspecified)	13	1
CC1(c2nnnn2C2CCCC2)CCC(=O)N1c1ccc2c(c1)OCCO2 (stereo unspecified)	22	2
Cc1cc(C)c(C#N)c(Sc2nc(C)c([N+](=O)[O-])c(C)c2C#N)n1	11	2
CC(C)(C)CN1C(=O)C(=O)NC[C@@H]1CC1CCCCC1	15	0
CCc1nc2ccc(C(=O)NCc3ccccc3OC)cn2c1N(C=O)CCC(C)C	-91	2
COc1ccccc1Cc1c(-c2ccco2)nc2cc(C)c(Br)c(C)n12	-3	-9
OC(c1cccc(Cl)c1)c1ncc(-c2ccc(C(F)(F)F)cc2)[nH]1 (stereo unspecified)	9	-1

Shown field by field: entries from further up.
COc1cccc(CN2CCC(C)(Oc3cccc(Cl)c3)C2)c1OC (stereo unspecified)
  SENP8 inh: 8	SENP1 inh: -1

CC(=O)c1cccc(-c2ccnc3c2CC(C(=O)Nc2cccc(C(F)(F)F)c2)O3)c1 (stereo unspecified)
  SENP8 inh: 10	SENP1 inh: -2

COc1ccc(CNC(=O)N2CCc3nc(Nc4cc(OC)c(OC)c(OC)c4)ncc3C2)cc1
  SENP8 inh: 5	SENP1 inh: -3

CCc1nc2ccc(C(=O)NCc3ccccc3OC)cn2c1N(C=O)CCC(C)C
  SENP8 inh: -91	SENP1 inh: 2

More compounds
SMILES	SENP8 inh	SENP1 inh
COc1ccc(NC(=O)C2(C)Cc3c(-c4ccc(N(C)C)cc4)ccnc3O2)cc1OC (stereo unspecified)	-498	0
O=S(c1cc(Cl)cc(Cl)c1O)c1cc(Cl)cc(Cl)c1O	-11	-1
Cc1cc(C)cc(CC(=O)N2CCC2(C)C(=O)NS(=O)(=O)Cc2ccccc2)c1 (stereo unspecified)	20	-1
CC1=C(C(=O)N2CCCCCC2)CC(CC(=O)NC2CCCCC2)C(=O)N1Cc1ccccc1 (stereo unspecified)	15	3
OC(c1ccc(Cl)c(Cl)c1)c1ncc(-c2ccc(Cl)cc2)[nH]1 (stereo unspecified)	6	-1
COC(=O)N1CCCC(c2cc(C(=O)Nc3ccccc3Cl)no2)C1 (stereo unspecified)	4	2
Nc1[nH]c(C(=O)c2ccccc2)c(-c2ccc(Cl)cc2Cl)c1C(=O)NCCc1c[nH]c2ccccc12	14	-6
COCCN1C[C@@H](CO)O[C@@H](n2cnc3c(N(C)C)ncnc32)C1	12	0
Fc1ccc2nc(-c3ccccc3)ccc2c1	17	0
COc1cccc(Nc2nc(C(N)C3CCCCC3)cs2)n1 (stereo unspecified)	-8	-39
O=C(CC[C@H]1O[C@@H](n2ccc(=O)[nH]c2=O)[C@H](O)[C@@H]1O)NCc1ccccc1	19	-1
Cc1cccc(-c2cnc3cccnn23)c1	-478	-59
CNc1cccc(-c2cc(OC)ccc2OC)n1	-199	-1
CC(=O)Nc1ccc(-c2ccnc3c2CC(C(=O)Nc2cccc(C(C)=O)c2)O3)cc1 (stereo unspecified)	7	-2
CCc1nc2ccc(C(=O)Nc3cccc(OCC(=O)N(C)C)c3)cn2c1N(C)C(=O)c1cccc(OC)c1	0	1
CCCCN(C=O)c1c(CC)nc2c(OCc3ccccc3C(=O)OC)cccn12	7	-1
O=C(NCc1ccccc1)[C@@H]1CCCN1C(=O)[C@@H]1CCCN1C(=O)c1ccc(Cl)cc1Cl	8	0
COC(=O)[C@@]1(C(C)C)N=C(c2cc(OC)c(OC)c(OC)c2)[C@]2(O1)C(=O)N(C)c1ccc(Cl)cc12	12	3
N#Cc1c(Cl)cccc1N1CCSCC1	-237	0
CC(=O)c1cccc(-c2cnc3c(NC=O)cc(-c4ccc(C(=O)N5CCOCC5)cc4)cn23)c1	-46	-6
CC(O)C(NC(=O)OCc1ccccc1)C(=O)NCC(=O)NCC(=O)OCc1ccccc1 (stereo unspecified)	4	0
Fc1ccc(-c2nc3ccc(Cl)cn3c2Cc2ccsc2)cc1	-29	-4
CCCCNC(=O)C1(C)CCCCN1Cc1ccc(OCc2ccccc2)cc1 (stereo unspecified)	-11	2
COC(=O)C1CCN(C2CN(C3CCCCC3)S(=O)(=O)C2)CC1 (stereo unspecified)	8	-18
O=C(NC1CCCCC1)C(c1ccnc2ccccc12)n1c(=O)c(-c2cc3ccccc3[nH]2)nc2ccccc21 (stereo unspecified)	-435	-19
COc1ccccc1Cc1c(-c2ccc(Cl)cc2)nc2c3ccccc3ccn12	-358	-7
CCOC(=O)[C@]12CCC=C1N(Cc1ccc(Cl)cc1Cl)C(=O)[C@H](CC(=O)N1CCSCC1)C2	16	2
C=CCOC(=O)Nc1nc(CCNC(=O)OC(C)(C)C)c(C(=O)OC)s1	0	3
COc1cccc(-c2cnc3c(NC(C)=O)cc(-c4cccc(NS(C)(=O)=O)c4)cn23)c1	-366	-1
CCOC(=O)C1(C)CCN1C(=O)c1cc(C)oc1C (stereo unspecified)	5	1

Three entries out of the list, sorted by molecular weight, high to low:
SMILES	SENP8 inh	SENP1 inh
CCOC(=O)[C@]12CCC=C1N(Cc1ccc(Cl)cc1Cl)C(=O)[C@H](CC(=O)N1CCSCC1)C2	16	2
CCCCNC(=O)C1(C)CCCCN1Cc1ccc(OCc2ccccc2)cc1 (stereo unspecified)	-11	2
COC(=O)C1CCN(C2CN(C3CCCCC3)S(=O)(=O)C2)CC1 (stereo unspecified)	8	-18

The list continues:
SMILES	SENP8 inh	SENP1 inh
CO[C@@H]1CN(C)C(=O)c2cc(NC(=O)Nc3cc(F)ccc3F)ccc2OC[C@H](C)NC[C@@H]1C	14	1
COc1cc(CNC(=O)Nc2nc(C(N)CCc3ccccc3)cs2)cc(OC)c1OC (stereo unspecified)	20	2
Cn1cnc(CCNC(=O)C[C@H]2CC[C@@H]3[C@H](COC[C@H](O)CN3C(=O)C3CCCC3)O2)c1	13	-3
Cc1ccc(NC(=O)c2cc(-c3cc(F)ccc3OCC3CCCO3)n[nH]2)cc1NS(C)(=O)=O (stereo unspecified)	-6	-1
FC(F)C(F)(F)Oc1cccc(Nc2nccn3c(-c4ccc5ccccc5c4)cnc23)c1	-387	-22
CCCCCCCCN1C(=O)[C@H](CC(=O)N2CCCCC2)C[C@@]2(C(=O)OCC)CCCC=C12	18	1
COC(=O)[C@@]12C[C@@H](CC(=O)NCCC(C)C)C(=O)N(CCc3ccc(OC)c(OC)c3)C1=CCC(C)(C)C2	18	4
CCc1nc2ccc(C(=O)NCCN3CCNC3=O)cn2c1N(CCC(C)C)CCN(C)C	-2	-44
CC(=O)c1cccc(NC(=O)C2Cc3c(-c4ccco4)ccnc3O2)c1 (stereo unspecified)	0	3
CC(C)(C)NC(=O)C(c1ccncc1)n1c(=O)c(-c2cc3ccccc3[nH]2)nc2ccccc21 (stereo unspecified)	-400	-18
COC(=O)[C@]12CCCCC=C1N(Cc1cccc3ccccc13)C(=O)[C@H](CC(=O)N1CCSCC1)C2	8	2
CSc1ccc(NC(=O)C2(C)CCN2C(=O)c2cc(C)n(C)n2)cc1 (stereo unspecified)	11	2
CC1(C(=O)NCc2ccccc2)CSCC(=O)N1CCCN1CCOCC1 (stereo unspecified)	38	1
O=C(NCc1ccncc1)[C@@H]1CCCN1C(=O)[C@H]1CCCN1	7	4
CC(C)C[C@H]1CNC(=S)N1C[C@H]1CCCN1C[C@H](Cc1ccc(O)cc1)N1C[C@H](Cc2ccccc2)N(CCc2ccccc2)C1=S	11	1
Cc1ccc(-c2nc3ccc(C)cn3c2Cc2ccsc2)cc1	-322	4
O=C(C[n+]1cccc(C(=O)Nc2ccccc2)c1)c1ccccc1	14	-5
COc1cccc(CNC(=O)[C@@H]2CCCN2C(=O)OC(C)(C)C)c1	14	3
NC(c1csc(Nc2cc(Oc3ccccc3)ncn2)n1)C1CCCCC1 (stereo unspecified)	13	-2
COc1ccc(NC(=O)C2c3ccccc3OCC(=O)N2Cc2ccco2)cc1 (stereo unspecified)	8	2
Cc1ccc2nc(CN(C)C(=O)[C@H]3O[C@@H](n4ccc(=O)[nH]c4=O)[C@H](O)[C@@H]3O)[nH]c2c1	8	-1
CC(C)CNC(=O)C1(C)CCCN1C(=O)c1csnn1 (stereo unspecified)	7	-2
COc1ccc(C(O)c2ncc(-c3cccc(C(F)(F)F)c3)[nH]2)cc1F (stereo unspecified)	7	1
CCCNC(=O)c1cc(C2CCCN(S(=O)(=O)c3cccs3)C2)on1 (stereo unspecified)	8	1
CCCc1nc2c3ccccc3ccn2c1Cc1ccccc1	-47	-2
O=C(NCc1ccncc1)[C@@H]1CCCN1C(=O)[C@H]1CCCN1C(=O)c1ccccc1	0	0
O=C1c2c(-c3ccc(Br)cc3)noc2CCN1Cc1cn(-c2ccc(Cl)cc2)nn1	27	0
Cc1cccc(C)c1NC(=O)CN1CCN(c2ccc(F)cc2)CC1	13	2
COC(=O)[C@@]1(Cc2ccc(F)cc2)[C@H]2c3cc(C(=O)N(C)C)n(Cc4ccsc4Br)c3C[C@H]2CN1C(=O)c1ccccc1	0	0
CC(=O)Nc1cc(-c2ccccc2N(C)C)cn2c(-c3ccccc3)cnc12	-448	-54

The list goes on, starting with the last 2 of the part before.
SMILES	SENP8 inh	SENP1 inh
COC(=O)[C@@]1(Cc2ccc(F)cc2)[C@H]2c3cc(C(=O)N(C)C)n(Cc4ccsc4Br)c3C[C@H]2CN1C(=O)c1ccccc1	0	0
CC(=O)Nc1cc(-c2ccccc2N(C)C)cn2c(-c3ccccc3)cnc12	-448	-54
CCOC(=O)[C@]12CCCC=C1N(Cc1ccccc1)C(=O)[C@H](CC(=O)NCc1ccc(OC)c(OC)c1)C2	28	1
COC1=CC(=O)OC(c2cccc(OC)c2)C1 (stereo unspecified)	19	1
CC1(C(=O)NS(=O)(=O)c2cccc(C#N)c2)CCN1C(=O)CCc1ccccc1 (stereo unspecified)	10	-1
CCNC(=O)C1(C)CCCN(C(=O)c2csc3ccccc23)C1 (stereo unspecified)	5	4
OC[C@@H]1CN(Cc2ccc(F)cc2)C[C@H](n2cnc3c(N4CCCC4)ncnc32)O1	6	2
COc1c(C)cc(C(O)c2ncc(-c3ccccc3)[nH]2)cc1C (stereo unspecified)	13	2
O=C(COc1ccc(CNC[C@H]2O[C@@H](n3ccc(=O)[nH]c3=O)[C@H](O)[C@@H]2O)cc1)Nc1ccccn1	8	-1
COC(=O)[C@@]1(C(C)C)N=C(c2cc(OC)c(OC)c(OC)c2)[C@]2(O1)C(=O)Nc1ccccc12	20	1
COC(=O)[C@@]12C[C@@H](CC(=O)NCc3cccc4ccccc34)C(=O)N(Cc3ccco3)C1=CCC(C)(C)C2	19	1
COc1cc(Nc2ccn3nc(-c4ccc(F)cc4)cc3n2)cc(OC)c1OC	-110	-23
COc1cccc(NC(=O)C2(C)CCN2Cc2cccc(OC)c2F)c1 (stereo unspecified)	9	4
CC(C)CNc1ncnc2c1ncn2[C@H]1CN(Cc2ccc(F)cc2)C[C@@H](CO)O1	5	0
O=C(Nc1ccc2ccccc2c1)OC1CCS(=O)(=O)C1 (stereo unspecified)	0	-3
CCOC(=O)[C@]12CCC=C1N(Cc1ccco1)C(=O)[C@H](CC(=O)N1CCN(C(=O)c3ccco3)CC1)C2	9	-4
CCOc1ccc2nc(S(=O)(=O)NC(=O)C3(C)CCN3C(=O)CCc3cccs3)sc2c1 (stereo unspecified)	6	1
O=C(NC(c1ccccc1)c1ccsc1)C1CCN(Cc2ccccc2)CC1 (stereo unspecified)	14	-6
Cc1cc2nc(-c3ccco3)c(Cc3ccccc3C(F)(F)F)n2c(C)c1Br	-17	-6
CNC(=O)OCc1nc(SC2CCCCO2)n(C)c1COC(=O)NC (stereo unspecified)	6	-3
Cn1ccc2c(-c3ccc(F)cc3)cc3c(c21)C1CCC3C1 (stereo unspecified)	-264	-3
CC1(C)CC(Cc2ccccc2C(F)(F)F)N(C(=O)OC(C)(C)C)C1 (stereo unspecified)	13	3
Cc1cccnc1C(NC(=O)C1CCN(Cc2ccc(Cl)cc2)CC1)c1ccccc1 (stereo unspecified)	11	-2
C[C@@H]1CN([C@H](C)CO)C(=O)c2cc(NC(=O)Nc3ccc(F)cc3)ccc2O[C@@H](C)CCCCO[C@H]1CN(C)S(=O)(=O)c1ccc(Cl)cc1	1	1
O=C(C[C@@H]1CC[C@@H]2[C@H](COC[C@H](O)CN2CCC(F)(F)F)O1)NCc1ccc2c(c1)OCO2	24	1
CCOC(=O)C1(C)CCN1C(=O)c1csnn1 (stereo unspecified)	21	0
CCOc1ccc(Cl)cc1-c1cc(C(=O)NC(C)C)[nH]n1	16	0
CCCc1nc2c(Cl)cc(C(F)(F)F)cn2c1Cc1ccc(OC)cc1C	-4	-6
O=C1CCCCCCC(=O)[C@H](O)C[C@H](c2ccccc2)O1	14	-2
CCCNC(=O)C1(C)CCN(C(=O)COc2ccc(C(C)(C)C)cc2)C1 (stereo unspecified)	2	1
COc1ccc(C(C)=O)cc1CN1C(=O)C(C)ON=C1c1ccccn1 (stereo unspecified)	-3	0
